Pf apPOL inh: Pf-apPOL inhibitors, biochemical, fluorescence | inhibition, % at 10 µM | 210,000 tested, 0.25% active | Recombinant Pf-apPOL, molecular beacon fluorescence, 1.5 h | Plasmodium falciparum apicoplast DNA polymerase (apPOL) | AID 1794808, 2022
mHTT-CaM PPI inh: mutant huntingtin-calmodulin interaction inhibitors – biochemical, AlphaScreen, primary screen; P42858; AlphaScreen His-mHTT/GST-CaM binding, luminescence; inhibition, % at 15 µM; 190,000 tested, 3.6% active; AID 1671202, 2021;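 also: 0% = both proteins with DMSO and 100% = one protein alone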
Target sequence (P42858 whole entry, looked up, stated change not applied): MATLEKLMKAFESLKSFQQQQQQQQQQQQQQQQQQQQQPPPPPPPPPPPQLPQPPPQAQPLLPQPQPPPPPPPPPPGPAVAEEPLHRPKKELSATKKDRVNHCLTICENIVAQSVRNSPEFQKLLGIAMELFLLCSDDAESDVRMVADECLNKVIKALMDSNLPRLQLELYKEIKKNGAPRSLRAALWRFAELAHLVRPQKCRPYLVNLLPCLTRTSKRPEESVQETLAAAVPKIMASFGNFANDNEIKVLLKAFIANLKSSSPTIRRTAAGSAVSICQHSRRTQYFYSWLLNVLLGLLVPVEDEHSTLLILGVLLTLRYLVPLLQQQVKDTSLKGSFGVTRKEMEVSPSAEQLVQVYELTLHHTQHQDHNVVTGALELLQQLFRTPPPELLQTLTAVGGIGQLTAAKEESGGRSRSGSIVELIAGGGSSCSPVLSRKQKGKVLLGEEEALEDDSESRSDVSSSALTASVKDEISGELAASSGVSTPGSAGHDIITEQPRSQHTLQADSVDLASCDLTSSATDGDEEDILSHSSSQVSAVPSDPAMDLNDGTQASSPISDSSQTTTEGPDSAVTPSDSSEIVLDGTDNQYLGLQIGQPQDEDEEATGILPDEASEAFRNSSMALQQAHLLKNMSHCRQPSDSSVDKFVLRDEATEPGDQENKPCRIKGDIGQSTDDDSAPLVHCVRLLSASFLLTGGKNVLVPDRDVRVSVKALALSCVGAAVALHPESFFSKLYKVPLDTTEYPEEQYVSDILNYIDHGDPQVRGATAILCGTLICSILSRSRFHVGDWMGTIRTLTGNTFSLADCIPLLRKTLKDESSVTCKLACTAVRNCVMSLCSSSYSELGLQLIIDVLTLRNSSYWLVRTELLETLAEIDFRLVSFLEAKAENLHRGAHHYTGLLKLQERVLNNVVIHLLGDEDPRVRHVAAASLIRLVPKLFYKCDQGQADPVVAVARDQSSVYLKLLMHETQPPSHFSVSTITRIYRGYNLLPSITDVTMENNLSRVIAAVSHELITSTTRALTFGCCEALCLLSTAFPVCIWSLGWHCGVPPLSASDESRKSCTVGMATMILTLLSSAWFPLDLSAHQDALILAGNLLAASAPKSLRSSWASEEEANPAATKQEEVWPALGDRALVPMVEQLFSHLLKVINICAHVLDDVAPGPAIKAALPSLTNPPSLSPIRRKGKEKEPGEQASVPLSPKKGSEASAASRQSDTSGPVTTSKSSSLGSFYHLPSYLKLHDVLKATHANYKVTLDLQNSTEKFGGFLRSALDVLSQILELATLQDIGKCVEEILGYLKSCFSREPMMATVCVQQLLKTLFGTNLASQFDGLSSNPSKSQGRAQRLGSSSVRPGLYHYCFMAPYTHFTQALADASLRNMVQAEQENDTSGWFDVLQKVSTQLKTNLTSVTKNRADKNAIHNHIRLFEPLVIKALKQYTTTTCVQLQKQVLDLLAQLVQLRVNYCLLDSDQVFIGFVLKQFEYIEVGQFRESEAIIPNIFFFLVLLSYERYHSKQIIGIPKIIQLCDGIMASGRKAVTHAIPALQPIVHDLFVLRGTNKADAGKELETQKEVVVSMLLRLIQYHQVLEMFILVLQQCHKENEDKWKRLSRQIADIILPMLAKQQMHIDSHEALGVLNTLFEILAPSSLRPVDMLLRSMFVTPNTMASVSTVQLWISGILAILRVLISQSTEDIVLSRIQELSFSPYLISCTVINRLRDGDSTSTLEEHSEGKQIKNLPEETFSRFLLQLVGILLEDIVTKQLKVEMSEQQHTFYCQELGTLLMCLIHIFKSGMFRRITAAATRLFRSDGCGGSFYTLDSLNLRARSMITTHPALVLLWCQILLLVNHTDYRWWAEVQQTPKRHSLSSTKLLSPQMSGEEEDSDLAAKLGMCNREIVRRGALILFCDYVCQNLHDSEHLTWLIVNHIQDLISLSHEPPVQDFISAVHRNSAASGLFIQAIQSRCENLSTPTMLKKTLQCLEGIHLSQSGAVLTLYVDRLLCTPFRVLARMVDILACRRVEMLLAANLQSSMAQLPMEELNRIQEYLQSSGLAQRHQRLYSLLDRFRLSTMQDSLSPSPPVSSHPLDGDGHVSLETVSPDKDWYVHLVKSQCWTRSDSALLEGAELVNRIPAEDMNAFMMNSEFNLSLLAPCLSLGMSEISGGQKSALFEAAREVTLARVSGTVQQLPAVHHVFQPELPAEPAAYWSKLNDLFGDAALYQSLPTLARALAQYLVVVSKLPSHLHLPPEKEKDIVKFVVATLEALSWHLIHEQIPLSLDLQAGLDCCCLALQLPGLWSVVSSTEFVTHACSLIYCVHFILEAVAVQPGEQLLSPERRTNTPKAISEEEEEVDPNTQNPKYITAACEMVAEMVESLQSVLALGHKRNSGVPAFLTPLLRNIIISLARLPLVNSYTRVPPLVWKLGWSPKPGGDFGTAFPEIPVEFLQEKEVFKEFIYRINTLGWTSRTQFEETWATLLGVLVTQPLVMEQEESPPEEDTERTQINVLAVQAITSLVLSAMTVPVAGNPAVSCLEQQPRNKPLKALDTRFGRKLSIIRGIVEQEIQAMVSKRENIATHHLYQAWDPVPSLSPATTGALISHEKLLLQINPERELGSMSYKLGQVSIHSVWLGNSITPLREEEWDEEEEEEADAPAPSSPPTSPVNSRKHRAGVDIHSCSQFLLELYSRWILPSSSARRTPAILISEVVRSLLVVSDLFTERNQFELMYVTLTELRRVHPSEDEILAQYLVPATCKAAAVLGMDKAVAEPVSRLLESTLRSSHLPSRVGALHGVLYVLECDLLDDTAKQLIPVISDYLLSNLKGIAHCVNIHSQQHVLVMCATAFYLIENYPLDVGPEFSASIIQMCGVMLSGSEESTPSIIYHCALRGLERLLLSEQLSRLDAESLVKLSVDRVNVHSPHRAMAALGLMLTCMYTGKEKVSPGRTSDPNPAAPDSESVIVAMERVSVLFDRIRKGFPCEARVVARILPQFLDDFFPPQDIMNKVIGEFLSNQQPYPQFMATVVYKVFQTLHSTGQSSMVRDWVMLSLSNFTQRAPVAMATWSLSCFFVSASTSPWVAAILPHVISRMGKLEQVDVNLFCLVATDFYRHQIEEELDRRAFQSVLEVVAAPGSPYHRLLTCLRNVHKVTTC
* hit, by the source's call; . = no result given; & = joins results of further samples. Rule as the data show it: active = inhibition above about 50%; inactive = the rest.

SMILES	Pf apPOL inh	mHTT-CaM PPI inh
COc1cccc(CNC(=O)Cn2c3ccc(F)cc3c(=O)n2C(C)(C)C)c1OC	-8	-15
O=C(O)CCC(=O)Nc1ccc(N2CCCCC2)c(C(=O)O)c1	-2	-5
CC(C)(C)C(=O)OCC(N)=NOC(=O)c1cccs1	-4	.
COc1ccccc1N=c1oc2c(OC)cccc2cc1C(=O)Nc1nccs1	-1	0
O=C(Nc1ccc(F)c(F)c1)C1CCCN(S(=O)(=O)c2ccc(Br)s2)C1 (stereo not drawn)	1	-6
COc1ccccc1C(=O)N1CCCN(c2cc(-c3ccccc3)[nH]n2)CC1	-2	57*
COc1ccccc1-c1noc(C2CCCN2C(=O)Cc2ccsc2)n1 (stereo not drawn)	-2	3
O=S(=O)(c1ccc(Cl)s1)N1CCCCC1	.	-23
CCOC(=O)N1CCCC1C(=O)O (stereo not drawn)	.	0
Cc1cc(N2C(=O)CSC2c2cccnc2)no1 (stereo not drawn)	-2	.
Cc1ccc(-n2nc3c(c2NC(=O)c2c(F)cccc2Cl)CS(=O)(=O)C3)cc1	-6	1
COc1ccc(C(O)=C2C(=O)C(=O)N(c3nnc(C)s3)C2c2ccc(Cl)c(Cl)c2)cc1 (stereo not drawn)	1	100*
Cc1cc(Br)ccc1OCCCCN1CCN(C)CC1	-3	0
COc1ccc(OC)c(NC(=O)Nc2ccc(Cl)cc2)c1	8	37
Cc1ccc(Cn2c(=O)n(CCC(=O)NCc3ccccc3)c(=O)c3sccc32)cc1	2	-2

Whole records, looked up by structure. Order of values: Pf apPOL inh | mHTT-CaM PPI inh
`Cc1cc(Br)ccc1OCCCCN1CCN(C)CC1` is listed as -3 | 0
`O=S(=O)(c1ccc(Cl)s1)N1CCCCC1` is listed as . | -23

Next part:
SMILES	Pf apPOL inh	mHTT-CaM PPI inh
Cc1ccc(C(=O)N2CCCC2COc2ccc(C(=O)N3CCOCC3)cc2)cc1 (stereo not drawn)	-3	4
Cc1nc(N=CN(C)C)sc1C(=O)Nc1ccccc1	-7	-2
Cc1cccc(C(=O)N2CCC3(C2)C(=O)N(C)c2ccccc23)c1 (stereo not drawn)	-4	8
CCOC(=O)C1CCC(CNC(=O)N2CCC(c3nc4ccncc4n3C)C2)CC1 (stereo not drawn)	-7	4
CC(=O)N1CCN(C(=O)CC2CCN(S(=O)(=O)c3c(C)noc3C)CC2)CC1	-3	-10
CC1CCCCN1S(=O)(=O)c1ccc(C(=O)Nc2nnc(C3=COCCO3)o2)cc1 (stereo not drawn)	-55	28
COc1ccc(CNC(=O)c2cnc3n(c2=O)CCS3)cc1	-4	2
Cc1ccc(NC(=O)C(=O)N2CCN(c3cccc(Cl)c3)CC2)c([N+](=O)[O-])c1	-5	4
CCC(C)NC(=O)Cn1c(=O)n(-c2cccc(OC)c2)c(=O)c2sccc21 (stereo not drawn)	-4	-3
N#Cc1cc2c(nc1SCC(=O)c1ccc(Br)cc1)CCC2	-4	1
O=C(Nc1c2c(nn1-c1ccc(F)cc1)CS(=O)C2)c1ccccc1[N+](=O)[O-] (stereo not drawn)	-3	2
CCOc1ccc(S(=O)(=O)N=C2C=CC(=O)c3ccccc32)cc1	-4	72*
CN(C)c1nc2c(=O)[nH]c(N)nc2n1COCCO	0	4
Cc1nc2cc(-c3noc(-c4cccnc4)n3)ccc2o1	0	2
O=C1c2ccccc2-c2onc3c(N4CCOCC4)cc(Nc4cccc(F)c4)c1c23	-1	-6
COc1ccc(/C=c2\sc3nc(-c4ccc(C)cc4)nn3c2=O)cc1OC	-2	0
O=C(Nc1ccc(S(=O)(=O)Nc2ccccn2)cc1)C1OC2OC3(CCCCC3)OC2C2OC3(CCCCC3)OC12 (stereo not drawn)	4	22
O=C1CN(C(=O)c2c(F)cccc2F)C(c2ccccc2)c2cc(F)ccc2N1 (stereo not drawn)	-4	9
O=C(CSc1nc(CC(=O)N2CCN(c3ccccn3)CC2)cs1)c1cccs1	-3	18
CCC(C)NC(=O)c1nc2cc(C)c(C)cc2[nH]c1=O (stereo not drawn)	-1	-1
Cc1cccc(OCCN2CCCC2)c1C	-8	-4
CCOc1cccc(C2Nc3ccccc3NC3=C2C(=O)CC(c2ccc(Cl)cc2)C3)c1 (stereo not drawn)	-3	20
Cc1cc(Cl)ccc1NC(=O)C(=O)NCc1cccnc1	8	-2
Clc1cnc(C(Cl)(Cl)Cl)c(Cl)c1Cl	-1	0
CCCOc1nn(CCC)cc1C(=O)Nc1ccc(S(N)(=O)=O)cc1	-6	-9
Cn1c(=O)n(C)c2cc(N=Cc3ccc(Br)c([N+](=O)[O-])c3)ccc21	-5	29
CC12CC(NC(=O)N1c1ccccc1C(F)(F)F)c1cc(Br)ccc1O2 (stereo not drawn)	0	1
COc1cccc(Nc2ncnc3c2cnn3-c2ccc(Cl)cc2)c1	-3	6
Clc1ccccc1CN1CCCN(c2ncccc2-c2nc(C3CC3)no2)CC1	2	-72
CCn1nc(C)c2ccn(CC(=O)N3CCCCCC3)c(=O)c21	-2	-2
CCOc1ccc(CNC(=O)CC2CCN(C(=O)C3CCCCC3)CC2)cc1	-6	19
Cc1nc2c(SCC(=O)Nc3ccc4c(c3)OCO4)nnc(-c3ccccc3)c2s1	11	30
CN(C)c1ccncc1C(=O)Nc1ccc(F)cc1F	-2&-3	.
CCC(=O)Nc1cccc(-c2noc(C3CCCN(C(=O)Cc4ccc(F)cc4)C3)n2)c1 (stereo not drawn)	-5	5
CC(NC(=O)COc1ccc(Br)cc1)C(=O)O (stereo not drawn)	-6	-5
Cc1cc(C)c2c(n1)sc1c(=O)n(CC(=O)c3ccccc3)nnc12	10	-1
COc1cc(Cl)c(C=C2C(=O)c3ccccc3C2=O)cc1OC	-4	-3
Cc1ccc([N+](=O)[O-])c(-c2n[nH]c(=S)n2-c2cccc(Cl)c2)c1	8	.
CC(=O)C1=C(C)NC(SCC(=O)c2ccc(Cl)cc2)=C(C#N)C1c1ccco1 (stereo not drawn)	1	0
Cc1cccc(CCNC(=O)c2cc3n(n2)CCCN(Cc2ccc(F)cc2)C3=O)c1	3	-3
COc1ccc(N(C(=O)c2ccccc2)C2C=CS(=O)(=O)C2)cc1 (stereo not drawn)	-11&-3	1&-2
Cc1cc2ccccc2n1CCNC(=O)c1ccccc1	6	10
COc1ccccc1CC(=O)NC1CC(C)(C)NC(C)(C)C1	2	14
O=C(NCc1ccc(F)cc1)c1ccc(-c2ccc(F)cc2)nc1	0	-6
FC(F)(F)c1cc(-c2ccccc2)nc(NCc2cccs2)n1	6	-272
Cc1nn(C(=O)CN2C(=O)c3ccccc3C2=O)c(C)c1Br	-8	-10
CC(=O)Nc1ccc(S(=O)(=O)NC(C)CCc2ccccc2)cc1 (stereo not drawn)	-1	2
CN(C)c1cccc(C(=O)N2CCCn3nc(-c4ccncc4)cc3C2)c1	0	7
CCCCNC(=O)c1sc2ccccc2c1Cl	-3	-38
COc1ccc(NC(=O)C2CC(=O)N(c3ccc4c(c3)CCN4C(C)=O)C2)cc1 (stereo not drawn)	-6	-7
CCOc1ccc(-c2ccc3nnc(SCC(=O)c4ccc(OC)cc4)n3n2)cc1	1	-9
CCc1c(C)sc(NC(=O)C2c3ccccc3Oc3ccccc32)c1C(N)=O	3	-2
COc1ccc(C(=O)Nc2nc3n(n2)C(c2ccccc2)C=C(c2ccc(Cl)cc2)N3)cc1 (stereo not drawn)	0	62*
CCNS(=O)(=O)c1cccnc1Nc1ccc(F)cc1	-9	-3
CC(C)C(=O)NCc1cnn(-c2ccc(C(=O)N(C)C)cc2)c1	-1	1
Cc1ccc(NC(=O)c2cnc(-c3ccc(C)cc3)nc2-c2ccncc2)cc1	0	0
Cc1ccccc1/C=c1\sc2n(c1=O)C(N)=C(C#N)C(c1ccccc1C)C=2C#N (stereo not drawn)	16	-2
COc1cc(-c2c(-c3ccccc3)oc3c2C(O)CCC3)cc(OC)c1OC (stereo not drawn)	0	29
CC(=O)N1N=C(c2ccc(F)cc2)OC12CCCC2	-7	-12
COc1ccccc1N1CCN(CC(O)COCC23CC4CC(CC(C4)C2)C3)CC1 (stereo not drawn)	-1	32

Random excerpt: 7 compounds from above
SMILES	Pf apPOL inh	mHTT-CaM PPI inh
Cc1ccc(NC(=O)c2cnc(-c3ccc(C)cc3)nc2-c2ccncc2)cc1	0	0
CCNS(=O)(=O)c1cccnc1Nc1ccc(F)cc1	-9	-3
Cc1nn(C(=O)CN2C(=O)c3ccccc3C2=O)c(C)c1Br	-8	-10
Cc1ccccc1/C=c1\sc2n(c1=O)C(N)=C(C#N)C(c1ccccc1C)C=2C#N (stereo not drawn)	16	-2
CCOc1ccc(-c2ccc3nnc(SCC(=O)c4ccc(OC)cc4)n3n2)cc1	1	-9
CN(C)c1cccc(C(=O)N2CCCn3nc(-c4ccncc4)cc3C2)c1	0	7
COc1ccc(C(=O)Nc2nc3n(n2)C(c2ccccc2)C=C(c2ccc(Cl)cc2)N3)cc1 (stereo not drawn)	0	62*

(continued)
SMILES	Pf apPOL inh	mHTT-CaM PPI inh
O=c1c2ccccc2nc(/C=C/c2ccc([N+](=O)[O-])o2)n1Cc1ccccc1	-10	16
COc1cccc(Oc2coc3cc(O)ccc3c2=O)c1	-12	6
Cc1c(C(=O)Nc2cc(Cl)ccc2Cl)oc2ccccc12	0	-1
CC(C)(C)C(=O)Nc1c2c(nn1-c1ccc([N+](=O)[O-])cc1)CS(=O)(=O)C2	2	2
CCN(CC)CCN1C(=O)C(O)=C(C(=O)c2cccs2)C1c1ccc(C)o1 (stereo not drawn)	-5	4
Cc1nc(NCC(C)C)c2cnn(-c3ccccc3Cl)c2n1	-1	1
O=S(=O)(c1ccc(F)cc1F)N1CCC(c2noc(-c3ccccc3)n2)CC1	2	-5
CC(C)(C)c1ccc(S(=O)(=O)N2CCc3nc[nH]c3C2)cc1	0	2
CCCCN1C(=O)c2cccc3c(NC(=O)c4cc(C)n(C)n4)ccc1c23	-3	-4
Cc1ccc(C(=O)N2CSCC2C(=O)NCCc2cscn2)cc1 (stereo not drawn)	-2	-2
CC1CCN(C(=O)c2cc3c(s2)CCC(C(=O)Nc2ccc4c(c2)OCCO4)C3)CC1 (stereo not drawn)	-2	9
Cc1nc(N2CCOCC2)[nH]c(=O)c1Cc1c(F)cccc1Cl	1	.
CSc1nc2ccccc2n1CC(=O)Nc1ccc(F)cc1	-1	-1
NC(=O)c1c2c(nc3ccccc13)CCCC2	3	-1
COc1nonc1OCCCNc1ccc([N+](=O)[O-])c(N)c1	-1	19
O=C(Nc1nnc(SCc2ccccc2F)s1)NC1CC1	-3	-6
CCCc1cc(C2CCCN2C(=O)Nc2cc(OC)ccc2OC)no1 (stereo not drawn)	-2	18
Cc1c(Br)c([N+](=O)[O-])nn1CC(=O)NCCCN1CCOCC1	-31	-2
Clc1c(CSc2nncn2-c2ccccc2)nc2ncccn12	7	-4
CCCNC(=O)CC1CCN(C(=O)c2cc(OC)c(OC)c(OC)c2)CC1	0	-2
Cc1ccccc1/C=C1\Sc2ccccc2N(CC(=O)NCc2ccco2)C1=O	0	17
COc1ccc(C(=O)N2CCC(Cc3nc4cccnc4n3CC(C)C)C2)cc1F (stereo not drawn)	-1	9
O=C1NC(=O)C(=Cc2ccc(O)cc2)N1	5&-6	.
CC1CCCN(c2cc(SCC(=O)Nc3ccc(Cl)cc3C(F)(F)F)ncn2)C1 (stereo not drawn)	-7	-7
CCCNC(=O)C1CCc2sc(C(=O)N3CCCCC3)cc2C1 (stereo not drawn)	-5	-4
Cc1cccc2nnc(N3CCC(C(=O)Nc4ccc(Cl)cc4)CC3)n12	-9	3
CSc1ccc(CNC(=O)C2CCN(c3ccc(N4CCCCC4)nn3)CC2)cc1	-5	29
C=CCc1c(C)nc(-c2ccc(F)c(Cl)c2)[nH]c1=O	-6	.
CN(C)S(=O)(=O)c1ccc(C(=O)O)cc1	0	-10
CCOCCCNC(=O)c1nc(-c2ccc(Cl)cc2)n2c1CCCCC2	2	19
CC(O)CNc1cc(N2CCCC2)ccc1[N+](=O)[O-] (stereo not drawn)	-5	4
CC1=CC(C)(C)Nc2cc(CN(C)C)c(O)cc21	-2	98*
COc1ccc(Br)cc1C(=O)Nc1ccc(Cl)cc1Cl	-7	-5
CCn1c(C)nc2c1CN(CC(=O)NCc1ccc(OC(C)C)cc1)CC2	4	19
CCCOc1cccc(C(=O)Nc2cccc(-c3nc4ncccc4o3)c2C)c1	2	-3
Cc1nc(N(CCC(=O)O)CCC(=O)O)sc1C(C)(C)C	0	4
Cc1ccc(C(=O)Nc2ccc(O)c(-c3nc4ccccc4o3)c2)cc1[N+](=O)[O-]	29	2
